Compound activity as filed in PubChem BioAssay.
Ba/F3 V617F tox: loss of viability in JAK2V617F-driven Ba/F3 cells; inhibition, % at 5.6 µM; Ba/F3 EpoR-JAK2V617F viability, ATP luminescence; AID 1446; hit rate 1.1% among 220,000;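 active = inhibition above the campaign mean plus 3 SD over all tested compounds, cut at about 24% in these data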;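 also: cytokine-independent growth of Ba/F3 cells driven by EpoR plus mutant JAK2; 0% = DMSO-treated cells and 100% = JAK inhibitor I control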
Wee1 degr inh: blocks degradation of human Wee1 kinase. HeLa Luc-Wee1K328M stability, luciferase luminescence; 100% = proteasome inhibitor MG132 effect. hit rate 1.2% among 220,000. P30291. reporter increase, % at 5 µM;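 active = activation above the mean of all tested compounds plus 3 SD, set per screening run, cut at about 8.8% in these data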;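 also: cells exposed to compound for 20 h before luminescence read; 0% = DMSO alone and 100% = MG132 at 30 µM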
eIF4E-4G inh: eIF4E/eIF4G interaction inhibition in translation initiation; P63073+Q04637; TR-FRET eIF4E-eIF4GI(517-606) binding, 2 h; inhibition, % at 21.7 µM; hit rate 0.37% among 220,000; AID 782;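 active = inhibition above about 30%, limit read from the data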;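 also: 0% = full FRET control wells and 100% = background wells lacking eIF4GI fragment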
S1P4 agonist: human S1P4 receptor agonism | O95977 | S1P4-expressing cell line, agonist reporter assay | activation, % at 4.98 µM | hit rate 0.35% among 220,000 | AID 1509; in the data active = activation above about 11%;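 also: 0% = DMSO vehicle and 100% = reference agonist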
Mdm2 ligase inh: inhibitors of human Mdm2 E3 ubiquitin ligase; Q00987; signal enhancement, % at 5 µM; cell-based MDM2 ubiquitination luciferase reporter, 2 h; 0 = plate control, 100 = twice control, blank-subtracted; hit rate 0.11% among 210,000;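 active = signal enhancement of 30% or more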;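 also: luminescence tracks abundance of the self-degrading MDM2-luciferase fusion protein; higher signal means inhibition of MDM2 E3 ligase activity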
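Test system: mammalian cells stably expressing self-ubiquitinating, self-degrading MDM2 E3–luciferase fusion; Amount: 2000 cells in each well; Medium: DMEM; Schedule: 4 h settle plus 2 h compound, 37 °C; Technique: SteadyLite luciferase luminescence after 15 min room-temperature reagent incubation; Benchmarks: plate control and blank wells.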
NPY2 pot ag: human NPY-Y2 potentiation or agonism, primary screen. P49146. hit rate 0.45% among 220,000. cells expressing NPY-Y2, potentiator/agonist read-out. AID 1359. activation, % at 3.6 µM; in the data active = activation above about 27%;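 also: cells stimulated with NPY near EC25 plus isoproterenol at EC100; 0% = vehicle plus submaximal agonist and 100% = vehicle plus saturating agonist; some results beyond the cut were filed as inactive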
BaF3 parental: reduces parental Ba/F3 cell viability, JAK2V617F counter-screen | CellTiter-Glo ATP luminescence | inhibition, % at 5.6 µM | hit rate 1.1% among 220,000;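 active = inhibition above a per-campaign cutoff, the mean inhibition of all tested compounds plus 3 SD, cut at about 27% in these data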;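 also: 0% = DMSO wells and 100% = JAK Inhibitor I control wells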
PERK inh: inhibitors of human PERK kinase; Q9NZJ5; CHO PERK-DD fusion, SEAP luminescence translation reporter; inhibition, % at 5.6 µM; hit rate 0.17% among 220,000; AID 1416;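 active = inhibition above the mean inhibition of all tested compounds plus 3 SD, set separately per screening campaign, cut at about 2.9% in these data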;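 also: PERK kinase domain activated by AP20187 dimerizer at 100 nM; 0% = DMSO with dimerizer and 100% = rapamycin at 8.4 µM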
S1P4 antagonist: human S1P4 receptor antagonism; S1P4-expressing cells, antagonist mode, reporter read-out; hit rate 0.26% among 220,000; O95977; inhibition, % at 4.98 µM; AID 1510; in the data active = inhibition above about 29%;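 also: 0% = wells stimulated with agonist and 100% = vehicle wells without agonist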
Active calls of the source: *; . = not tested or not shown; [ ] = another dose, or the depositor's remark. An unsorted share of the library; about 4.1% have a hit in one of these screens.

Every second line gives: Ba/F3 V617F tox	Wee1 degr inh	eIF4E-4G inh	S1P4 agonist	Mdm2 ligase inh	NPY2 pot ag	BaF3 parental	PERK inh	S1P4 antagonist
COc1cccc(C(=O)NCc2ccc3c(c2)cc(C)n3C)c1
 : 2	-2	-5	-0.5	-22	-5	2	-0.4	4
S=c1[nH]nc(-c2cccs2)n1C1CCCCC1
 : -4	-2	2	-0.6	-1	7	-3	2.4	0
O=C(/C=C/c1ccccc1)NNc1ccc(Cl)cc1
 : -3	-1	1	-1.5	-14	8	0	-0.3	-7
NC(=S)N=Nc1c(O)n(Cc2ccc(F)cc2)c2ccccc12
 : 4	-1	3	0.5	-13	-4	4	0.3	-4
COc1ccc(NC(=O)c2cc(-c3ccco3)on2)cc1
 : -4	0	0	2.6	-28	5	3	1.8	9
CN(C)CCCn1c(SCC(=O)Nc2nc(-c3cccc(Br)c3)cs2)nc2ccccc2c1=O
 : -1	-2	20	-0.5	.	-61	-3	0.8	-5
CC(C)c1ccc(-n2cnn(-c3ncccc3[N+](=O)[O-])c2=O)cc1
 : 2	4	-3	-0.3	-44	8	3	0.9	-18
O=C(Nc1cccc(C(F)(F)F)c1)C1(c2ccccc2)CC1
 : -1	0	4	1.4	1	2	2	0.3	-4
O=C(CCNS(=O)(=O)c1ccc2c(c1)CCC(=O)N2)Nc1ccc2c(c1)OCCO2
 : 0	-1	-4	0.8	-8	12	0	1.2	-16
COC(=O)c1sc(NC(=O)c2ccc([N+](=O)[O-])o2)c(C#N)c1C
 : 1	2	-2	0.3	.	14	2	0.9	-28
CCCCOc1ccc(CSC(=N)N)cc1[N+](=O)[O-]
 : 0	2	-4	0.0	-2	-20	3	-2.0	-5
CC(=O)Oc1c(C)cc(Cl)cc1C(=O)Nc1ccc([N+](=O)[O-])cc1Cl
 : 7	4	-1	3.1	-24	25	17	0.9	-13
CC(C)(C)C(=O)Nc1ccc2c(c1)OCCOCCOc1cc(NC(=O)C(C)(C)C)ccc1OCCOCCO2
 : 0	-3	-3	0.3	-3	-19	8	-0.3	4
Cc1ccc(C)c(NC(=O)CSc2ccc(-c3cccs3)nn2)c1
 : -2	2	2	1.1	-13	-8	8	1.3	-18
C/C=C(/C)C(=O)O[C@@H]1c2c(ccc3ccc(=O)oc23)O[C@@H]1C(C)(C)OC(C)=O
 : 0	1	6	1.4	.	-12	8	0.1	-8
Cc1cccc(C)c1Nc1nnc(SCC(=O)Nc2sccc2C#N)s1
 : 2	2	7	3.0	-7	6	7	-1.4	-1
CCOC(=O)c1ccc(-n2nc(C)cc2C)cc1
 : 0	-2	-2	1.2	-17	-2	-4	-0.2	1
CC(=O)N1N=C(c2ccc3nccnc3c2)CC1c1ccccc1 (centres undefined)
 : -4	-2	-14	-0.7	4	11	0	0.3	0
CCOc1ccc(-c2ccc(SCC)nn2)cc1
 : 1	9.0*	0	1.0	-46	1	9	0.0	2
COc1ccc(N=C2S/C(=C\c3ccc(C)s3)C(=O)N2CC(C)C)cc1
 : 1	0	4	0.7	-17	11	2	-0.1	-30
CN(C1CCCCC1)S(=O)(=O)c1cccc(C(=O)OCC(=O)NC2CCCc3ccccc32)c1 (centres undefined)
 : -3	2	20	-1.2	-2	-5	4	0.4	2
Cc1cccc(NC(=O)c2cnc3sccn3c2=O)c1C
 : -2	-1	-6	-3.7	-12	-7	2	-0.1	-14
Cc1ccn2c(C(=O)c3ccc(Cl)cc3)cnc2c1
 : 3	2	-1	-0.5	-6	13	10	-1.4	-1
O=C(NCC(=O)N(Cc1cccs1)C(C(=O)NC1CCCCC1)c1cccnc1)c1ccco1 (centres undefined)
 : 0	2	-2	-0.6	.	2	3	-0.4	-11
COCCNC(=O)C(c1cccs1)N(Cc1cccs1)C(=O)Cn1nnc2ccccc21 (centres undefined)
 : 1	6	1	1.8	-4	-3	3	-0.3	-10
O=C(N/N=C/c1ccco1)c1cc(Br)ccc1OCc1ccccc1
 : 5	1	-3[fluorescence artefact?]	0.5	-11	-19	10	-0.4	-3
Cc1cc(C)nc(SCc2nnc(SCc3ccccc3Cl)o2)n1
 : 0	0	11	1.8	-6	-18	6	0.1	-3
COc1ccc(C2/C(=C(/O)c3ccc(C)cc3)C(=O)C(=O)N2CC2CCCO2)cc1OC (centres undefined)
 : -1	3	2	-1.1	-7	-5	3	0.2	-10
O=c1c2ccccc2[nH]c(=S)n1Cc1ccc2c(c1)OCO2
 : 3	3	0	0.2	5	1	0	0.8	2
O=C(CN1C(=O)c2ccccc2S1(=O)=O)NC1CCCCCC1
 : -3	0	1	1.2	3	6	2	2.1	-2
CCOc1ncccc1C(=O)OCCN1C(=O)c2ccccc2C1=O
 : -1	6	-4	0.6	-13	-1	1	0.2	0
COc1ccc(C2CCCN2C(=O)Nc2ccc(Cl)cc2)cc1OC (centres undefined)
 : -1	0	-8	2.8	-10	5	5	-1.9	-4
CCN1CCN(CC(=O)Nc2ccc(Cl)c(Cl)c2)C(=O)C1=O
 : -3	4	-3[fluorescence artefact?]	-2.0	-9	18	3	1.0	-5
Cc1cccc(-c2noc(CCCC(=O)Nc3ccc(C(N)=O)cc3)n2)c1
 : 0	1	1[fluorescence artefact?]	1.4	-59	3	5	1.4	-5
Cc1cccc(C)c1NC(=O)N1C2CCCC1CC(NC(=O)C(C)(C)C)C2 (centres undefined)
 : -4	0	-14	1.5	-9	3	0	0.1	-13
CC(NC1CCCC1)c1ccccc1 (centres undefined)
 : -5	-4	1	-1.1	-3	5	4	1.0	5
CC(=O)c1ccc(OCCn2cnc3ccccc32)cc1
 : 3	1	-2	-0.1	-10	2	7	-0.9	-6
O=S(=O)(NCC(c1ccco1)N1CCN(c2ccccc2F)CC1)c1ccc(F)cc1 (centres undefined)
 : -5	-1	-1[fluorescence artefact?]	1.9	-4	11	3	0.4	-13
O=C(NN1C(=O)C2C3c4ccccc4C(c4ccccc43)C2C1=O)C1CC1 (centres undefined)
 : -3	0	1	2.3	1	-10	6	0.3	-13
Cc1ccccc1C(=O)Nc1cccc(C#N)c1
 : -3	2	4	0.0	1	8	3	0.8	-22
C=CCN1C(=O)NC2(CCCCC2)C1=O
 : -1	-2	4[fluorescence artefact?]	-1.5	-21	5	4	0.6	-10
COc1ccc(/C=N/NC(=O)CN(c2ccc(OC)cc2)S(=O)(=O)c2ccccc2)cc1
 : -2	1	8	-1.9	-9	-2	3	0.5	10
Cc1ccc(-c2cc(N)n(-c3ccccc3)n2)cc1
 : -2	5	3	-0.9	-11	11	6	0.3	-12
Cc1nn(CC(=O)N2CC(=O)Nc3ccccc32)c(C)c1[N+](=O)[O-]
 : -2	-1	-4	0.1	-3	-2	9	0.7	-1
CCCn1c2ccc(/C(C)=N\O)cc2c2cc(/C(C)=N/O)ccc21
 : 1	3	3	-0.4	-14	4	6	-0.3	-6
Cc1[nH]n(-c2ccccc2)c(=O)c1/C=N/N1CCOCC1
 : 3	-2	8	-0.9	-1	5	2	0.5	5
O=S(=O)(Nc1ccc(S(=O)(=O)Nc2nccs2)cc1)c1ccc2c(c1)OCCO2
 : -3	-1	0	-3.9	1	-8	1	0.0	-13
O=C(c1ccc(Cl)c(Cl)c1)N1CCC(=O)N(C(COCc2ccccc2)Cc2ccccc2)CC1 (centres undefined)
 : -2	-3	0	0.3	.	-10	6	-1.1	10
O=C(NCCc1ccccc1)C1CCCN(S(=O)(=O)c2cccc3nonc23)C1 (centres undefined)
 : 0	1	4	-0.9	-21	-1	5	-0.5	-10
CN(c1ccc(C(=O)NCCSCc2c(F)cccc2Cl)cc1)S(C)(=O)=O
 : -2	6	2	0.6	.	-29	1	0.5	-9
Cc1nc2sc3c(NCc4ccco4)ncnc3c2c2c1COC(C)(C)C2
 : -6	-2	3	-0.9	-9	0	3	-0.2	-10
O=S(=O)(Cc1ccc(Cl)cc1)N1CCN(Cc2ccc3c(c2)OCO3)CC1
 : -2	5	-7	2.3	-1	-6	1	0.0	-16
COc1cccc(NC(=O)C(C)Oc2ccccc2)c1 (centres undefined)
 : -1	0	5	-1.2	3	-14	5	0.9	-3
N#Cc1nc(COc2ccccc2)oc1N1CCCCCC1
 : 3	2	-1	1.2	-5	-10	6	-0.5	-15
FC(F)(F)c1ccccc1NC(=S)N1CCc2ccccc2C1
 : 3	2	-2	5.5	-9	-5	9	0.2	-10
Cc1ccsc1/C=C1\CCc2ccccc2C1=O
 : -2	16*	6[fluorescence artefact?]	2.2	-11	-3	1	-0.3	-13
Nc1n[nH]c(-c2cccc([N+](=O)[O-])c2)n1
 : -3	-4	1	2.7	-1	8	2	0.6	-12
c1ccc(-c2cnc(CSc3ncnc4sccc34)o2)cc1
 : -3	0	4	-0.8	-12	15	0	0.4	-12
Cc1nc2cc(NS(=O)(=O)c3cccc(F)c3)ccc2s1
 : 5	-3	-4	2.4	-3	-9	10	-0.8	-1
CCOC(=O)c1c(C)[nH]c(N=Nc2ccccc2C)c1C
 : -4	1	5	0.5	-25	-1	3	-0.8	-15

More structures.
Every second line gives: Ba/F3 V617F tox	Wee1 degr inh	eIF4E-4G inh	S1P4 agonist	Mdm2 ligase inh	NPY2 pot ag	BaF3 parental	PERK inh	S1P4 antagonist
O=S(=O)(NCc1cccnc1)c1cccs1
 : -3	3	4	0.7	-4	-4	0	0.6	-4
COc1ccc(C(=O)CSc2nnc(Cc3ccccc3)o2)cc1
 : -1	0	6	2.2	-9	11	0	1.1	1
COC(=O)c1c(NC(=O)CSc2nnc(Cn3nnc4ccccc43)n2C)sc(C)c1C
 : 2	4	1	0.3	-10	10	8	-1.0	-22
Cc1oc(-c2ccc(Cl)cc2)nc1CSCC(=O)NCCCN1CCOCC1
 : -1	-2	-2	1.9	-6	1	4	-0.3	3
